Cav32 inh: inhibitors of human Cav3.2 T-type calcium channel | O95180 | Cav3.2-expressing cells, Fluo-4 calcium fluorescence FDSS; hits give low values | B-score at 10 µM | actives 4% (n = 100,000) | AID 449739;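 active = single-dose well whose peak fluorescence ratio is a statistical outlier from its plate by either plate-standardised score or position-corrected B-score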
Target sequence (O95180 whole entry, looked up): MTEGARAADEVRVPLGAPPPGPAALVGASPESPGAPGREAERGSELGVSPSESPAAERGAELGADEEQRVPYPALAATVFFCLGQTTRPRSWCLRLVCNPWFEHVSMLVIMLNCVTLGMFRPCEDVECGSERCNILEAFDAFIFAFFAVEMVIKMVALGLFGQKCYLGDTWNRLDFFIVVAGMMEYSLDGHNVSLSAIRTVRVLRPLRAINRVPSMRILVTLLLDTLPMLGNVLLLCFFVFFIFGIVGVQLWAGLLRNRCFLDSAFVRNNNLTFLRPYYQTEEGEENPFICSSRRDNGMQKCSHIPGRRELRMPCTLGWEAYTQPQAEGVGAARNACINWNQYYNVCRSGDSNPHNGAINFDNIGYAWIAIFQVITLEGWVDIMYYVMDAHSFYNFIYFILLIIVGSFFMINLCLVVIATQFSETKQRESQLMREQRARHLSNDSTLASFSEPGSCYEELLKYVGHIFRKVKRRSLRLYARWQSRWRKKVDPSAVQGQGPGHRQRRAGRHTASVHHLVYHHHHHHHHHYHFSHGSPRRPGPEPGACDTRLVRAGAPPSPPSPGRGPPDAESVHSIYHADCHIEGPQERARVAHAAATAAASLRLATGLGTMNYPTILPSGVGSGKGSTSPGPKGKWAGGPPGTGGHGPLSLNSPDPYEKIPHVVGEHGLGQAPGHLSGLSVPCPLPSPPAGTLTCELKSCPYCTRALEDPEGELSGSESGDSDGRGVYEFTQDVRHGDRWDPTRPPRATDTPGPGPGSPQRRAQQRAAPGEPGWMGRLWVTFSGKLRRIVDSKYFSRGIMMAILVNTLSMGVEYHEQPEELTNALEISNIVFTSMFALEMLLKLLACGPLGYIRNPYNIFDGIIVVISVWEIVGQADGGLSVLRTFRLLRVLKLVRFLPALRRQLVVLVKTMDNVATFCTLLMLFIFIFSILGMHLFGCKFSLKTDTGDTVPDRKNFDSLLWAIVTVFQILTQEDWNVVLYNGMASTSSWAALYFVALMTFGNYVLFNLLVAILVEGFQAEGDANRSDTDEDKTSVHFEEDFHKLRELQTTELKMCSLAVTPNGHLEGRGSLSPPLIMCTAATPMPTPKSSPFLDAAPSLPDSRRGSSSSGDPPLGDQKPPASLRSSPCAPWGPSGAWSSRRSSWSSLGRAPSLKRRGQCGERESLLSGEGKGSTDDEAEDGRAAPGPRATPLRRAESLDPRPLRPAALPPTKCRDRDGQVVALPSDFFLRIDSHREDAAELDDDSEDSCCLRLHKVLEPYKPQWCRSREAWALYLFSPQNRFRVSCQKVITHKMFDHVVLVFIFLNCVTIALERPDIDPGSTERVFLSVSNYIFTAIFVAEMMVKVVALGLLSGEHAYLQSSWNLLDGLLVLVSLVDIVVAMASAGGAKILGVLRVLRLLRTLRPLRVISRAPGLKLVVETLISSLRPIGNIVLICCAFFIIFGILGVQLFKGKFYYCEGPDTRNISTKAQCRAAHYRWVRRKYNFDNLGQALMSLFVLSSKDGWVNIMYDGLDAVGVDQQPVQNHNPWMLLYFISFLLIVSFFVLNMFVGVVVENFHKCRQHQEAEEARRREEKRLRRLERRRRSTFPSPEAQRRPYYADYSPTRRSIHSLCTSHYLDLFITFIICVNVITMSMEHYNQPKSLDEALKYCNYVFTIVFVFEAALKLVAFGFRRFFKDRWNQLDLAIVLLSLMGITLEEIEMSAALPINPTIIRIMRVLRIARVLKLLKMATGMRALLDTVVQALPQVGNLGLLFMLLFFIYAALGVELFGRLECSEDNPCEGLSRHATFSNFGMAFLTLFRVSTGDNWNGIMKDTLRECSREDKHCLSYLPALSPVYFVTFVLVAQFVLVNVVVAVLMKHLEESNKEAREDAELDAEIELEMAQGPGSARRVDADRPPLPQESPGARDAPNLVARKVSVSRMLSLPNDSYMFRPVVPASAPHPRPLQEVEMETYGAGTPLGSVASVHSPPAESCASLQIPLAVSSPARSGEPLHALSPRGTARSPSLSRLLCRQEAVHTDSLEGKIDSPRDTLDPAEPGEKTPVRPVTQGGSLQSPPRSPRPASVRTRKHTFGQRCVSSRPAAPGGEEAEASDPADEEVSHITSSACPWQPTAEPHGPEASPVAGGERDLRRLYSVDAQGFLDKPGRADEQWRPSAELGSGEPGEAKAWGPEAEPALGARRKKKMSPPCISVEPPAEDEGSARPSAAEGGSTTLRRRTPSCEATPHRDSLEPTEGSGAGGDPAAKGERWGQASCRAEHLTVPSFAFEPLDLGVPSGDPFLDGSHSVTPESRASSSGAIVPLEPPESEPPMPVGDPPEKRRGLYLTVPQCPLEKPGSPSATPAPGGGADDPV
An asterisk follows results filed as active. A portion of the library; count on the stated rates, not on these rows.

Cav32 inh	compound
-8.51*	O=C1CCN2C=Nc3cccc4ccc1c2c34
-0.245	CCCOc1ccc(OCCNC2CCCC2)cc1
0.0667	S=C(c1ccc(-c2ccc(Cl)cc2)o1)N1CCCCC1
0.0313	CCCC1CCc2c(sc(NC(=O)OCC)c2C#N)C1 (stereo not given)
-1.18	Cc1ccc(Cn2nnc3c(=O)[nH]c(C4CCN(C(=O)c5cccs5)CC4)nc32)cc1
0.446	Cc1cc(C)c2c(N)c3ccccc3nc2n1
0.512	O=C(Nc1cc(C(=O)N2CCCC2)ccc1N1CCCC1)c1ccccc1
0.266	CCC(C)Nc1nc2c(c(=O)n(C)c(=O)n2C)n1Cc1ccc(F)cc1 (stereo not given)
-0.0775	CCCN1CCC(N(C)CCc2ccc(OC)c(OC)c2)CC1
-0.157	CCOc1ccc(NC(=O)C2CCN(c3nnnn3-c3ccccc3)CC2)cc1
0.755	Cc1ccc(SC[C@H](CC(C)C)N2CCN(C)CCC2=O)cc1
1.67	CCSC1=C(C#N)C(c2cccc(O)c2)CC(=O)N1 (stereo not given)
-0.991	Cc1nnc(SCC(=O)Nc2ccc3c(c2)COC3=O)n1-c1ccccc1
-3.9	COc1cc(C(=O)Nc2ccc(S(=O)(=O)N3CCCCC3C)cc2)cc(OC)c1OC (stereo not given)
-6.34*	CSc1cccc(NC(=O)/C=C/c2ccccc2)c1

Of the compounds above, two have a thiophene ring, fused or not:
Cav32 inh	compound
0.0313	CCCC1CCc2c(sc(NC(=O)OCC)c2C#N)C1 (stereo not given)
-1.18	Cc1ccc(Cn2nnc3c(=O)[nH]c(C4CCN(C(=O)c5cccs5)CC4)nc32)cc1

(more compounds)
Cav32 inh	compound
0.296	CCNc1nc(C)nc2c1oc1ccccc12
0.6	O=C(Oc1c(Cl)cc(Cl)c2cccnc12)N1CCOCC1
-1.4	CCNc1ccc2noc3c2c1C(=O)c1ccccc1-3
0.0192	Cc1cc(NC(=O)C2=C(O)c3ccccc3S(=O)(=O)N2C)no1
0.59	COCCNC(=O)CSc1nc2ccc(N3CCOCC3)cc2c(=O)n1CCc1ccccc1
-0.247	CCOC(=O)c1cn(CC)c2ccc(S(=O)(=O)N3CCC(C)CC3)cc2c1=O
0.153	Cc1c(NC(=O)C2CCCN2C(=O)c2cccs2)c(=O)n(-c2ccccc2)n1C (stereo not given)
-3.76	CC(C)(C)n1nnnc1C(c1ccc(Cl)cc1)N1CCCc2ccccc21 (stereo not given)
-0.132	CCOC(=O)C(NCCCCl)c1ccccc1 (stereo not given)
-0.183	O=C(O)COCCN1CCN(C(c2ccccc2)c2ccc(Cl)cc2)CC1 (stereo not given)
-0.295	O=C(Cc1cc(=O)[nH]c(=O)[nH]1)NCCN1CCOCC1
-1.42	Cc1ccc(OC(=O)C(C)c2cccc(C(=O)c3ccccc3)c2)cc1 (stereo not given)
0.63	COc1ccc(C(=O)Nc2nc(N)n(-c3ccccc3)n2)cc1OC
-0.0188	CCCOC1(NC(=O)c2ccccc2)C(C)=CC(=O)C=C1C
-0.164	CNC(=O)c1cn(-c2ccccc2)c(=O)c2ccccc12

Cav32 inh	compound
-0.213	Cc1ccc2c(c1)[nH]c1c(=O)n(Cc3ccccn3)cnc12
-5.4*	CCc1ccc(CSc2nccn2-c2ccccc2)cc1
0.698	CC1CN(C(c2cccs2)c2sc3ncnn3c2O)CC(C)O1 (stereo not given)
0.0767	CC1(C)C2CCC1(CS(=O)(=O)N1CCOCC1)C(=O)C2 (stereo not given)
-6.85*	Cc1ccccc1OCC(=O)N/N=C/c1ccc(Sc2nc3ccccc3s2)o1
-1.38	Cc1ccc(C)c(N2CCN(C(=O)Cn3cccc3)CC2)c1
0.0236	CC(=O)Nc1c(O)nc(SCC(=O)Nc2c(C)cccc2C)[nH]c1=O
0.617	CCOc1cc2[nH]c(=S)n(CCCCC(=O)NCc3ccco3)c(=O)c2cc1OCC
0.836	O=C(Nc1ccccc1N1CCN(c2ccccc2)CC1)C1CCCCC1
-0.106	O=C(c1cc(-c2ccco2)on1)N1CCCc2ccccc21
1.02	CC1CCCC(NC(=O)c2n[nH]c(=O)c3ccccc23)C1C (stereo not given)
-1.17	COc1ccc(-c2cc(C(=O)Oc3ccc([N+](=O)[O-])cc3)c3ccccc3n2)cc1
0.0142	NCCCC[C@H]1CNC(=O)C(=O)N1CC1CCCCC1
-0.0703	Cc1ccc(-c2cc3ccccc3nc2N2CCCC2)cc1
-0.382	COc1ccc(C)cc1NC(=O)Cn1cnc2sc(C)c(S(=O)(=O)N3CCOCC3)c2c1=O

Cav32 inh	compound
2.3	COc1ccc(C(=O)OCC(=O)c2ccccc2)cc1S(=O)(=O)N1CCOCC1
0.523	CCN(C(=O)COC(=O)c1cnc(C)cn1)C1CCCCC1
0.416	COc1ccc(-c2cc(=O)c3ccccc3n2C)cc1
0.106	COC(=O)[C@H](CCSC)NC(=O)Nc1ccc(C)cc1
0.00268	Cc1cccc(NC2SC(=O)N(CC(=O)O)C2=O)c1 (stereo not given)
0.0308	O=C(Nc1cc(Cl)cc(Cl)c1)C(NCCO)c1ccccc1 (stereo not given)
0.329	c1ccc2sc(SN3CCOCC3)nc2c1
0.541	Cc1nn(Cc2ccccc2)c(C)c1NC(=O)CSc1nc2sc3c(c2c(=O)n1C)CCC3
0.954	Nc1cc(=O)[nH]c(=O)n1CC1CC1
1.29	Cn1c(SCc2cccnc2)nnc1-c1c[nH]c2ccccc12
-0.0548	CCOCCCNC(=O)CN1C(=O)C(CC)Oc2ccccc21 (stereo not given)
-1.39	COc1ccc2nc(Nc3nc(CSc4nc5ccccc5s4)cc(=O)[nH]3)nc(C)c2c1
0.417	CC(=O)N1CCN=C1SCc1ccccc1
-2.67	CN(C)S(=O)(=O)Oc1cccc(C(=O)Nc2ccc(Cl)cc2)c1
-1.3	COc1cccc(NC(=O)CN2CCN(c3nc(-c4cccc(OC)c4)cs3)CC2)c1

Pulled by structure from the list above (5):
Cav32 inh	compound
0.106	COC(=O)[C@H](CCSC)NC(=O)Nc1ccc(C)cc1
-2.67	CN(C)S(=O)(=O)Oc1cccc(C(=O)Nc2ccc(Cl)cc2)c1
0.00268	Cc1cccc(NC2SC(=O)N(CC(=O)O)C2=O)c1 (stereo not given)
0.416	COc1ccc(-c2cc(=O)c3ccccc3n2C)cc1
-1.3	COc1cccc(NC(=O)CN2CCN(c3nc(-c4cccc(OC)c4)cs3)CC2)c1

Further structures.
Cav32 inh	compound
0.024	CN(C)c1ccc(C2NCC(CCl)O2)cc1 (stereo not given)
1.07	CCOC(=O)C1CCCN(C(=O)c2cc(Cl)ccc2Cl)C1 (stereo not given)
-0.0541	CCOC(=O)CN1C(=O)N[C@@H](c2cccc(C(F)(F)F)c2)[C@@H](C(=O)OC)[C@H]1C
0.846	Cc1cccc(C)c1NC(=O)N1CCN(c2nc3ccccc3s2)CC1
-0.00688	Clc1ccc(-c2nnn(Cc3nc4ccccc4s3)n2)cc1
-0.725	Cc1ccc(NC(=O)CSc2nc(NS(=O)(=O)c3ccccc3)cc(=O)[nH]2)cc1
-1.47	CN(CCOc1ccc(-c2ccn(S(=O)(=O)c3cccc4ccccc34)n2)cc1)c1ccccn1
-0.159	Cn1c(SCC(=O)NC(C)(C)C)nnc1-c1cccc(NC(=O)c2ccccc2F)c1
-2.31	C=C1CCN(c2ccc(C(=O)NCc3ccc(OC)cc3)cc2[N+](=O)[O-])CC1
-3.17	C/C(N)=C(/C#N)C(=O)COC(=O)c1cc(C)n(-c2ccc(F)cc2)c1C
-0.229	Cc1cccc(CSc2nnc(-c3ccccn3)n2N)c1
0.27	Cc1cccc2cc(C#N)c(SCC(=O)Nc3ccccc3N3CCOCC3)nc12
-0.852	CCc1ccc2[nH]c(=O)c(CN(CCN(C)C)C(=O)Nc3ccccc3)cc2c1
-3.3	Cc1ccc(-c2nc3ccccc3[nH]2)cc1NC(=O)c1sc2ccccc2c1Cl
-0.676	CCC1(CC)Cc2ccccc2-c2nc(CN3CCOCC3)[nH]c(=O)c21

Ordered by the number under Cav32 inh (low to high): some entries from above.
Cav32 inh	compound
-2.31	C=C1CCN(c2ccc(C(=O)NCc3ccc(OC)cc3)cc2[N+](=O)[O-])CC1
-1.47	CN(CCOc1ccc(-c2ccn(S(=O)(=O)c3cccc4ccccc34)n2)cc1)c1ccccn1
0.27	Cc1cccc2cc(C#N)c(SCC(=O)Nc3ccccc3N3CCOCC3)nc12

Other entries
Cav32 inh	compound
-0.225	CS(=O)(=O)N1CCC(NC(=O)Cc2ccccc2)CC1
0.828	CC(=NCCCn1ccnc1)c1c(-c2ccccc2)[nH]n(-c2nc3ccccc3s2)c1=O
-0.051	C=CCOn1c(=O)c(C)[n+]([O-])c2ccccc21
-1.56	C1CCN=C(Nc2nc3c(s2)CCCC3)CC1
-5.78*	CC(C)(C)OC(=O)N1CCC[C@H]1c1nnc(SCc2ccc(Cl)cc2Cl)o1
0.155	Cn1c(=O)c2c(ncn2CC(=O)N(Cc2ccccc2)c2ccccn2)n(C)c1=O
0.0301	COc1ccc(N2CCN(C(=O)C(CCSC)N=C3NS(=O)(=O)c4ccccc43)CC2)cc1 (stereo not given)
0.0108	O=C(CCN1CCN(CCO)CC1)Nc1ccc(OCc2ccccc2)cc1
0.836	COc1ccc2c(c1)CCc1c(C(=O)N3CCOCC3)noc1-2
0.813	CCc1ccccc1N(C(=O)c1cccs1)C1C=CS(=O)(=O)C1 (stereo not given)
-0.0255	COc1cccc(C(=O)O/N=C(\N)c2ccc([N+](=O)[O-])cc2)c1OC
0.413	CN(Cc1ccccc1)c1nc2c(c(=O)[nH]c(=O)n2C)n1C
-5.14*	Cc1ccc(C(c2nnnn2C(C)(C)C)N(Cc2ccco2)Cc2cccs2)cc1 (stereo not given)
-1.24	COc1ccc(Nc2nc(N3CCCC3)nc(N3CCCC3)n2)c(OC)c1
0.231	Cc1ccc(-c2nc(CSCC(=O)N3CCOCC3)c(C)o2)cc1

Cav32 inh	compound
-2.47	O=C1c2ccccc2C(Nc2ccc3c(c2)OCO3)N1Cc1ccco1 (stereo not given)
-2.59	O=C(c1ccncc1)c1ccc(Br)cc1
-0.483	N/C(=N\OC(=O)Cc1ccc(-c2ccccc2)cc1)c1cccnc1
-3.55	CCCCn1nc(C(=O)N[C@@H](CCSC)c2nc3ccccc3[nH]2)c2ccccc2c1=O
0.274	Cc1noc(C)c1COc1ccc(C(=O)OCC(=O)NC(=O)C2COc3ccccc3O2)cc1 (stereo not given)
-1.88	Cc1[nH]nc2c1C(c1ccsc1C)C(C#N)=C(N)O2 (stereo not given)
-0.27	Cn1cccc1C(=O)C(=O)Nc1ccc(Cl)cc1
0.686	O=C(Cn1cnc2c(nnn2-c2ccccc2)c1=O)NCc1ccc(F)cc1
1.07	COc1ccc(CN2C(=O)c3ccccc3C2C(=O)NC2CCCC2)c(OC)c1 (stereo not given)
-0.0619	O=C(O)c1ccccc1C(=O)OCCCCOC(=O)c1ccccc1C(=O)O
-2.03	CCc1nc(SCC(=O)NCCc2ccccc2)c2oc3ccccc3c2n1
-0.135	CC(C)(C)NCc1ccccc1OCc1cccs1
0.526	O=c1cc(C(F)(F)F)[nH]c(=O)n1C1CCCCC1
0.856	CN1C[C@@H]2C(c3ccccc3)C3(c4ccccc4)CC2(C3)[C@H]1c1ccccc1 (stereo not given in full)
-1.82	Cn1c(=O)c2c(ncn2CC(=O)Nc2ccc(N3CCOCC3)cc2)n(C)c1=O

At a glance, 3 of the compounds above.
Cav32 inh	compound
0.59	COCCNC(=O)CSc1nc2ccc(N3CCOCC3)cc2c(=O)n1CCc1ccccc1
-0.247	CCOC(=O)c1cn(CC)c2ccc(S(=O)(=O)N3CCC(C)CC3)cc2c1=O
0.153	Cc1c(NC(=O)C2CCCN2C(=O)c2cccs2)c(=O)n(-c2ccccc2)n1C (stereo not given)

Continuation.
Cav32 inh	compound
-3.06	O=C(CCS(=O)(=O)c1ccccc1)Nc1nc(-c2cccs2)cs1
-0.189	COc1ccc(C(=O)Nc2ccccc2C(=O)N/N=C/c2ccccc2OC)cc1
-0.278	Cc1c(N2C(=O)/C(=C3/C(=O)N(C)c4ccccc43)SC2=S)c(=O)n(-c2ccccc2)n1C
-4.44	Cc1cccc(S(=O)(=O)Nc2cccc3c2C(=O)c2ccccc2-3)c1
-1.38	CC(=O)N(/N=C1\Sc2ccccc2C1=O)c1ccc(C)cc1C
-4.58*	CCc1ccc(OCc2nc(-c3ccccn3)no2)c(Br)c1
-0.912	CN(C)Cc1nc2ccccc2c(=O)n1Cc1nc(-c2cc3ccccc3o2)cs1
-2.04	CC1=CC(C)(C)N(C(=O)c2ccccc2)c2ccccc21
-0.269	O=C(CSc1ccccn1)c1ccc(F)cc1
-1.11	COc1ccc(NC(=O)CCN2CCN(S(=O)(=O)c3cc(Cl)ccc3Cl)CC2)cc1
0.301	c1ccc(CCNC2=NCCCS2)cc1
0.91	CC(=O)CCc1c(C)[nH]c2ccccc2c1=O
-3.04	C=CCn1c(SCn2nnc3ccccc3c2=O)nc2scc(-c3cccs3)c2c1=O
-0.0792	CN1CCN(CCOc2cccc(Cl)c2)CC1
0.374	Cn1ncc(Cl)c1C(=O)Nc1ccncc1

Cav32 inh	compound
-2.8	CC(Oc1ccc(-c2ccccc2)c(F)c1)c1ccn(S(=O)(=O)c2ccc(Br)cc2)n1 (stereo not given)
0.0728	COc1ccc(OCCSc2nnc(-c3ccc(OC)cc3)n2N)cc1
-0.578	CC(C)(C)OC(=O)N1CCC[C@H]1c1nnc(SCc2ccccc2F)o1
-0.756	CC1=CC(C)(C)N2C(=O)C3(C(C#N)=C(N)Oc4cc(C)oc(=O)c43)c3cccc1c32 (stereo not given)
0.551	C=CCn1c(=O)c2c3c(sc2n2c(Nc4ccccc4)nnc12)CCCC3
0.97	COc1ccc(N2CCN(Cc3nc4c(c(=O)[nH]c(=O)n4C)n3CCCc3ccccc3)CC2)cc1
0.523	CCS(=O)(=O)N1CCC(C(=O)NCCCN2CCCC2)CC1
-2.85	CCCOc1c(Cl)cc(/C=N/O)cc1OCC
-4.69*	Cc1ccc(CNC(=O)C(=O)NCC2OCCN2S(=O)(=O)c2cccs2)cc1 (stereo not given)
-0.078	Cc1[nH]c(=O)[nH]c(=O)c1S(=O)(=O)N1CCCC(C(=O)N2CCC(Cc3ccccc3)CC2)C1 (stereo not given)
-4.54*	N#Cc1c(-c2ccco2)nc(SCc2ccc(F)cc2)[nH]c1=O

Source: PubChem BioAssay
